TRPC6 inhibitor – inhibitors of mouse TRPC6 channel | Q61143 | 310,000 compounds, 1.1% hits | B-score at 10 µM | HEK293-TRPC6, membrane potential dye, ACh-evoked depolarization; stronger effect = lower value;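 active = B-score under library mean minus 3 SD, initial fluorescence not abnormally high, positive integrated signal ratio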;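 also: B-score derived from integrated fluorescence ratio over the kinetic read; more negative B-score means stronger inhibition of depolarization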
MrgX1 antag – antagonists of human MrgX1 receptor; AID 588676; Q96LB2; 310,000 compounds, 1.3% hits; MRGX1-HEK293 calcium flux, Fluo-4, BAM8-22 antagonism; stronger effect = lower value; B-score at 10 µM;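 active = calcium-response B-score plate-corrected more than 3 library SD below zero, starting fluorescence within 5 deviations, no agonist response on first addition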;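 also: peak minus trough fluorescence over baseline after final BAM8-22 challenge near maximal dose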
TRPC6 activator – activates the mouse TRPC6 cation channel; HEK293-TRPC6 membrane potential dye fluorescence; stronger effect = higher value; 310,000 compounds, 0.13% hits; B-score at 10 µM; Q61143;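 active = B-score of the integrated fluorescence ratio above library mean plus 3 SD, and starting fluorescence ratio within library mean plus 5 SD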;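 also: higher score means more depolarization so channel activation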
SKKanGAS inh – SKKanGAS growth inhibition; S. pyogenes SKKanGAS, kanamycin growth, BacTiter-Glo, 6 h; inhibition, % at 7.5 µM; 300,000 compounds, 1.3% hits;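 active = mean replicate score, as percent of positive control median, at least 50; inconclusive = mean below 50 but one replicate at or above 50; inactive = mean and every replicate below 50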;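 also: strain carries kanamycin resistance gene driven by streptokinase promoter and grows in 40 µg/ml kanamycin; loss of luminescence reflects streptokinase promoter inhibition or plain growth inhibition; 0% = median of DMSO wells and 100% = positive control at its reference dose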
TRPC4 act – opens the mouse TRPC4 cation channel; 310,000 compounds, 0.49% hits; AID 2237; B-score at 10 µM; HEK293 TRPC4beta/mu-opioid, Fluo4 calcium fluorescence; stronger effect = higher value; Q9QUQ5;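 active = B-score above 5 SD of library B-scores, and initial fluorescence ratio not above library mean plus 5 SD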;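 also: positive B-score marks a calcium rise read as TRPC4 activation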
Target sequence (Q9QUQ5 whole entry, looked up): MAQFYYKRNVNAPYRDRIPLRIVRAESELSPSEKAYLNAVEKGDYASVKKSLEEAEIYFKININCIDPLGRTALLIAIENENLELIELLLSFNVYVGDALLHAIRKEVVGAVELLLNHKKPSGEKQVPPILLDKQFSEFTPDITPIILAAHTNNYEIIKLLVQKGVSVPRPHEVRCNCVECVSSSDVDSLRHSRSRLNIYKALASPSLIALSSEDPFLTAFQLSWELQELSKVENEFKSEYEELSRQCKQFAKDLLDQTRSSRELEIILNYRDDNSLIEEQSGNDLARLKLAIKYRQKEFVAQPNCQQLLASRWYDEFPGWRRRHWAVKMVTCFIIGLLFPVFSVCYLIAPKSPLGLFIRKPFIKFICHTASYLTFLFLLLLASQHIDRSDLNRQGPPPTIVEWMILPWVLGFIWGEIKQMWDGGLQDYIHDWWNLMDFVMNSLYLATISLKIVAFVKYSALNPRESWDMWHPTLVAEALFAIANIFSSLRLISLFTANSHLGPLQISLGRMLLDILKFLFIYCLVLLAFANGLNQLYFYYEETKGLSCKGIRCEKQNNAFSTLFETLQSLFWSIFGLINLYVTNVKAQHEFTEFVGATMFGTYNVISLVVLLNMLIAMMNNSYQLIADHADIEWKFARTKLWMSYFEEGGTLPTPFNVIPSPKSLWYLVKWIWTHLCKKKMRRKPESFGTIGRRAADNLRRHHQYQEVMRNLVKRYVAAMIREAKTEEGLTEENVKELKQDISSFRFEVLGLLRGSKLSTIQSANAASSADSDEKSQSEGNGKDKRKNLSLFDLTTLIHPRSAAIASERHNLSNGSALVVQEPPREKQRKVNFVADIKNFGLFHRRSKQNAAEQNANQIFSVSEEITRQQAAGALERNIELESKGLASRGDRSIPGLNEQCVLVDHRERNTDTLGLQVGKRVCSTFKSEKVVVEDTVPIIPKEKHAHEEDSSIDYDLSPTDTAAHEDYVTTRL
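Assay system – TRPC4beta and mu-opioid receptor HEK293 stable cells · Measured by – Fluo4 fluorescence, kinetic · Schedule – dye loading 45 min room temperature, 110 s kinetic read · Read-out – B-scored integrated calcium fluorescence ratio · Controls – buffer and maximal DAMGO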
aSyn 5UTR inh – MLPCN primary screen, SNCA 5' untranslated region | alpha-synuclein 5'UTR reporter, inhibitor activity | inhibition, % (tested at 7.5 µM) | 300,000 compounds, 0.82% hits; in the data active = inhibition above about 60%; inconclusive = no clear call, values can overlap the other calls;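 also: H4 neuroglioblastoma cells stably carrying SNCA 5'UTR luciferase fusion; 0% = DMSO wells and 100% = positive control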
IEC-6 cytotox – kills IEC-6 intestinal cells in KLF5 counter-screen; IEC-6 cytotoxicity, luminescence viability; inhibition, % at 5 µM; 290,000 compounds, 0.78% hits; AID 1825; in the data active = inhibition above about 22%;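 also: 0% = plate median of test compound wells and 100% = cytotoxic reference compound wells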
HIF activator – HIF pathway transcriptional activation; U2OS HRE-luciferase reporter, luminescence; normalized: DMSO 0%, desferrioxamine 100%; activation, % at 7.5 µM (by protocol); 300,000 compounds, 0.32% hits;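 active = mean activation of at least 10% of the iron chelator positive control signal, with at least half of replicates also reaching 10%; inconclusive = mean and replicate majority disagree about reaching 10%; inactive = mean and most replicates under 10%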
KLF5 inh – kruppel-like factor 5 inhibition. AID 1700. inhibition, % at 5 µM. 290,000 compounds, 0.23% hits. DLD-1 KLF5 promoter-luciferase reporter, luminescence;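 active = inhibition above a per-plate limit of that plate's mean compound inhibition plus 3 SD, cut at about 60% in these data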;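 also: 0% = DMSO wells and 100% = LY294002 at 200 µM; higher means less KLF5 promoter-driven luciferase light; inactives centre near -14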
TRPC4 inh – TRPC4 (mouse) channel inhibition; Q9QUQ5; HEK293 TRPC4beta/mu-opioid, DAMGO-evoked Fluo4 calcium flux; stronger effect = lower value; B-score at 10 µM; 300,000 compounds, 0.39% hits; AID 2247;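 active = B-score over 3 SD under the library average, no early fluorescence shift, positive overall ratio signal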
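Assay system – HEK293 line stably carrying TRPC4beta and mu-opioid receptor · Doses – single dose · Detection – Fluo4 calcium-dye fluorescence, kinetic read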
TRPC4 potent – allosterically enhances the mouse TRPC4 cation channel | Q9QUQ5 | HEK293 TRPC4beta/mu-opioid, DAMGO EC20, Fluo-4 Ca2+ flux; stronger effect = higher value | B-score at 10 µM | 310,000 compounds, 0.42% hits | AID 2227;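 active = B-score of calcium response area above 5 SD of library B-scores, with initial fluorescence ratio within 5 SD of library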;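 also: B-score of integrated fluorescence ratio over time as area under calcium response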
* hit, by the source's call; i = inactive; u = inconclusive; x = no result given.

structure	TRPC6 inhibitor	MrgX1 antag	TRPC6 activator	SKKanGAS inh	TRPC4 act	aSyn 5UTR inh	IEC-6 cytotox	HIF activator	KLF5 inh	TRPC4 inh	TRPC4 potent
COC(=O)c1ccc(-c2ccco2)n1Cc1nc(-c2ccc(OC)c(OC)c2)oc1C	i	i	i	17	i	4	-8	0.2	-2	i	i
C=CCNc1nc(C(=O)OCC(=O)c2ccccc2)cs1	i	i	i	-6	i	-58	0	3.2	-50	i	i
CS(=O)(=O)c1ccc2nc(NC(=O)Nc3ccc(Cl)cc3)sc2c1	i	i	i	4	i	-1	0	-1.0	1	i	i
Cc1nn(CCCC(=O)NCCc2ccccc2)c(=O)c2nccn12	i	i	i	-2	i	-44	-1	-0.1	-10	i	i
c1ccc(-c2cc(-c3nnco3)c3ccccc3n2)nc1	i	i	i	6	i	9	2	0.1	3	i	i
C=CCSc1nnc(-c2ccccc2NC(=O)CC)c(=O)[nH]1	i	i	i	3	i	-6	-3	1.9	-24	i	i
COc1ccc2oc(=O)c(C(C)=O)cc2c1	i	i	i	8	i	-6	-6	-0.6	-2	i	i
Cc1cccc(NC(=O)CCC(=O)N/N=C/c2cccnc2)c1	i	i	i	0	i	12	-7	0.0	-22	i	i
COc1ccc(S(=O)(=O)NCc2ccccn2)c(C)c1C	i	i	i	-1	i	13	-3	0.4	-11	i	i
COc1ccc(Cl)cc1/C=C/c1ccc2cccc(O)c2n1	i	i	i	89*	i	6	8	2.6	-32	i	i
Cc1cccc(OCC(=O)Nc2cccc(C(=O)NCC(C)C)c2)c1	i	i	i	-3	i	1	5	-0.4	-18	i	i
O=C(NNC(=O)c1ccccc1F)C1=NN(c2ccccc2)C(=O)CC1	i	i	i	-1	i	19	0	-0.4	-15	i	i
Cc1ccc(N(C(=O)CNC(=O)c2ccco2)C(C(=O)NC2CCCC2)c2cccnc2)c(C)c1 (stereo unspecified)	i	i	i	3	i	-4	-4	-0.3	6	i	i
CC1CCN(S(=O)(=O)c2ccc(C(=O)Nc3nnc(-c4ccncc4)o3)cc2)CC1	i	i	i	7	i	11	-6	0.0	-7	i	i
CCOC(=O)c1ccc(N2C(=O)CC(N3CCN(C(=O)c4ccccc4)CC3)C2=O)cc1 (stereo unspecified)	i	i	i	7	i	-9	2	0.0	-21	i	i
Cc1cccc(-c2nc(CS(=O)CC(=O)NCc3cccs3)c(C)o2)c1 (stereo unspecified)	i	i	i	-14	i	0	-3	0.1	-10	i	i
CCOC(=O)C1CCCc2c1[nH]c1ccc(Cl)cc21 (stereo unspecified)	i	i	i	14	i	12	0	0.0	-4	i	i
CCN(CC)C(=O)CS(=O)CC(=O)Nc1cc(OCCOC)c(Cl)cc1Cl (stereo unspecified)	i	i	i	0	i	-8	-2	-0.2	-8	i	i
O=Cc1ccccc1-n1cccn1	i	i	i	-4	i	9	-1	0.0	-2	i	i
CCCC(=O)Nc1ccc2c(c1)C(=O)N(CCC(=O)O)C2=O	i	i	i	4	i	-12	-1	-0.4	-11	i	i
COCCC1CCCCN1C(=O)c1cccc(OC2CCN(C3CCCC3)CC2)c1 (stereo unspecified)	i	i	i	-1	i	-13	-4	-0.2	-7	i	i
COC(=O)COc1ccc(/C=C2/SC(=O)N(CC(=O)N3CCCC3)C2=O)cc1Br	i	i	i	-2	i	-1	-7	1.2	-18	i	i
COc1cc(OC)cc(C(=O)/C=C2\Sc3ccccc3N2C)c1	i	i	i	-12	i	-154	0	2.4	-70	i	i
Cc1ccccc1Oc1cc(NC(=O)CCCn2nc(C)c([N+](=O)[O-])c2C)cc([N+](=O)[O-])c1	i	i	i	23	i	39	3	-0.1	-33	i	i
O=C(COc1coc(CN2CCN(c3ccccc3)CC2)cc1=O)NC1CCCCC1	i	i	i	-11	i	11	x	-0.1	x	i	i
O=C(N/C(=C/c1ccco1)C(=O)N1CCOCC1)c1ccc([N+](=O)[O-])cc1	i	x	i	0	i	7	1	0.9	-19	i	i
CCCN1CNC(=S)N(CC2CCCO2)C1 (stereo unspecified)	i	i	i	1	i	-7	-1	-0.2	-47	i	i
O=[N+]([O-])c1ccc(C[n+]2cccc3ccc4cccnc4c32)cc1	i	i	i	1	i	-30	-2	-0.3	28	i	i
CCOC(=O)C1CCN(Cc2ccc(F)c(Br)c2)CC1	i	i	i	9	i	17	-2	0.5	-29	i	i
O=C(Nc1ccccc1)N1CCCC1	i	i	i	4	i	3	-1	-0.5	-5	i	i
Cc1ccc(CNC(=O)Cn2c(=O)c3sccc3n(Cc3cccc([N+](=O)[O-])c3)c2=O)cc1	i	i	i	5	i	31	2	-0.8	-5	i	i
CN1C(=O)/C(=C/c2cccc([N+](=O)[O-])c2)C(=O)N1c1ccccc1	i	i	i	0	i	-4	0	0.2	-4	i	i
CCOC(=O)C(=O)NC12CC3CC(CC(C3)C1)C2	i	i	i	-1	i	15	-1	x	11	i	i
Cc1ccccc1CN1CCN(CC(=O)NCCCN2CCN(c3ccc(F)cc3)CC2)C1=O	i	i	i	0	i	18	-5	-0.1	-12	i	i
C=CCOc1ccccc1/C=c1\sc2nc(-c3oc4ccccc4c3C)nn2c1=O	i	i	i	4	i	-17	2	0.3	-19	i	i
CCCCCCOC(=O)C(C#N)c1nc2ccccc2nc1N1CCOCC1 (stereo unspecified)	i	i	i	38	i	-6	5	-0.7	2	i	i
CCCN1CCC(N(C)CCc2ccc(OC)c(OC)c2)CC1	i	i	i	8	i	-28	4	0.0	-4	i	i
COc1cc(Nc2cccc[n+]2C)cc(OC)c1OC	i	i	i	7	i	8	-2	-0.7	-5	i	i
CC(C)(C)NC(=O)COC(=O)Cc1ccc(Cl)cc1	i	i	i	1	i	1	1	-0.5	-16	i	i
COCCN1C=C2C(=O)C(C)(OC(=O)CCc3ccccc3)C(=O)C=C2C=C1c1ccc(C#N)cc1 (stereo unspecified)	i	i	i	13	i	-2	x	-1.1	x	i	i
CCN(CC)CCNc1nc(-n2nc(C)cc2C)nc2sc3c(c12)CC(C)(C)OC3	-6.3*	i	i	2	i	-35	1	-0.2	-4	i	i
Cc1ccc(OCCOC(=O)C2CCN(S(=O)(=O)c3ccc(C)c(C)c3)CC2)cc1	i	i	i	-9	i	-10	x	0.0	x	i	i
CCOC(=O)CCCSc1nc2sc3c(c2c(=O)[nH]1)CCC3	i	i	i	-6	i	-4	-1	-1.0	-26	i	i
COc1ccc(NCc2nnc(SCC(=O)NCc3ccccc3)n2-c2ccccc2OC)cc1	i	i	i	-5	i	24	-5	0.4	-1	i	i
COc1cccc(-c2noc(CCC(=O)Nc3cccnc3)n2)c1	i	i	i	-3	i	-33	1	0.8	-52	i	i
O=C(Nc1c(-c2ccccc2)nc2ccccn12)c1ccco1	i	i	i	-4	i	-2	-2	1.1	-19	i	i
O=C(NCc1ccccc1)N1CCC(Cc2ccccc2)CC1	i	i	i	-7	i	23	-2	0.7	-9	i	i
Cc1nc(N2CCN(C(=O)c3ccco3)CC2)c(C#N)c2c1CCCC2	i	i	i	-1	i	-52	-4	1.2	-8	i	i
Cc1cc(NC(=O)c2ccc3c(c2)C(=O)N(C2CCCCC2)C3=O)no1	i	i	i	-6	i	-7	-2	0.7	-43	i	i
Cc1ccc(NS(=O)(=O)c2cc(C(=O)NCc3ccccn3)ccc2Cl)cc1	i	i	i	0	i	41	-1	-0.1	-13	i	i
CN(NC(=O)Nc1ccc(Cl)cc1)c1c(Cl)c(Cl)nn1C	i	i	i	-3	i	-25	-6	-0.3	-15	i	i
Cc1c([N+](=O)[O-])c([N+](=O)[O-])nn1CC(=O)N1CCOCC1	i	i	i	2	i	-10	-6	-0.4	-5	i	i
COc1ccc2c(Cn3cnc4cc([N+](=O)[O-])ccc4c3=O)cc(=O)oc2c1	i	i	i	7	i	72*	-1	2.5	1	i	i
COc1ccc(C(=O)NCC(c2cccnc2)N2CCN(c3ccccc3)CC2)cc1OC (stereo unspecified)	i	i	i	-7	i	-2	-4	-0.1	-13	i	i
COc1ccc(Cc2nn3c(-c4ccccc4Br)nnc3s2)cc1	i	i	i	2	i	u	0	0.1	-7	i	i
O=C(O)c1ccc2c(c1)ncn2C1CCCC1	i	i	i	-4	i	-53	-2	3.1	-37	i	i
CCNc1nc(NC(C)C)nc(OCCOC(=O)c2ccccc2)n1	i	i	i	-17	i	1	-5	0.1	-30	i	i
CNc1nc(N/N=C/c2cc3c(cc2[N+](=O)[O-])OCO3)nc(Nc2ccccc2)n1	i	i	i	0	i	74*	-8	-8.5	-8	i	i
COc1ccc(-c2n[nH]c(C)c2-c2ccc(Cl)cc2)c(O)c1	i	i	i	68*	i	28	-4	-0.4	-3	i	i
COc1ccc(/C=N\Nc2ccccc2[N+](=O)[O-])c(C(=O)O)c1OC	i	i	i	-2	i	-22	-1	0.7	-11	i	i

New compounds follow
structure	TRPC6 inhibitor	MrgX1 antag	TRPC6 activator	SKKanGAS inh	TRPC4 act	aSyn 5UTR inh	IEC-6 cytotox	HIF activator	KLF5 inh	TRPC4 inh	TRPC4 potent
Cc1cccc(SCC(=O)Nc2ccc3c(c2)OCCO3)c1	i	i	i	-3	i	-117	4	3.5	-70	i	i
COc1ccc(NC(=O)COC(=O)/C=C/c2ccccc2[N+](=O)[O-])cc1	i	i	i	-2	i	-3	-6	0.5	3	i	i
COc1ccc(C(=O)CC(SCC(NC(C)=O)C(=O)O)c2ccc(Cl)cc2)cc1OC (stereo unspecified)	i	i	i	-4	i	-49	-4	-0.2	-71	i	i
Cc1ccc(CS(=O)(=O)Cc2ccc(C(=O)NCc3ccccn3)o2)cc1	i	i	i	5	i	5	-3	0.0	-13	i	i
Cc1cc2c(c(=O)n1CCN(C)C)C(c1ccc(Br)cc1)C(C#N)=C(N)O2 (stereo unspecified)	i	i	i	3	i	-24	2	0.1	4	i	i
Cc1ccc(C(=O)NC(=S)Nc2ccc3c(c2)OCCO3)c(C)c1	i	i	i	-3	i	-137	10	1.0	-44	i	i
COc1ccc(C(=O)NCc2cccs2)cc1S(=O)(=O)N1CCOCC1	i	i	i	7	i	-10	2	-1.2	-5	i	i

Screening data deposited in PubChem by several laboratories.
